BAZ2B block = inhibitors of human BAZ2B bromodomain; AlphaScreen BAZ2B-H3K14Ac peptide displacement; Q9UIF8; Potency, µM (top dose mostly 114 µM), without a hit: top-dose activity change, negative = inhibition, hits mostly inhibitors; 360,000 compounds, 4.4% hits; note: potency is the fitted concentration of half-maximal effect; % is set by controls: 0 for no effect and ±100 for the full control effect; nearly all actives have a fitted effect of over 60% in size
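Complex of BAZ2B and biotin-H3K14Ac (50 nM apiece) forms over 30 min at RT, then faces library compounds up to 110 uM for another 30 min; AlphaScreen beads added, 20 min dark incubation, luminescence read.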
HP1b chromo inh = inhibitors of HP1-beta chromodomain binding to methylated histone tails; P83916; AlphaScreen HP1-beta / biotin-H3K9me3 peptide binding; Potency, µM (titrated, usually from 114 µM), without a hit: at the highest dose activity change, negative = inhibition, actives largely listed as inhibitors; 390,000 compounds, 0.56% hits; AID 540317; note: potency is the fitted concentration of half-maximal effect; nearly all actives have a fitted effect of over 70% in size; inactives centre near 23
Target sequence (P83916 whole entry, looked up): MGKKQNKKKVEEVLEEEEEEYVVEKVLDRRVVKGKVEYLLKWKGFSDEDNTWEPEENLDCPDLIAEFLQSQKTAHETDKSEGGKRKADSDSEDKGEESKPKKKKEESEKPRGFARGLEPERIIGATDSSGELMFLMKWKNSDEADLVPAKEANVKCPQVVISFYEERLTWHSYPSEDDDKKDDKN
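HP1-beta protein (50 nM final) preincubated 30 min at room temperature with biotinylated H3(1-18)K9me3 peptide (50 nM) in PBS pH 7.4, 0.01% Tween-20, then compound added for 30 min. AlphaScreen streptavidin donor/nickel chelate acceptor beads (10 ug/mL final), 30 min dark, luminescence read.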
Pin1 inhibitor = human Pin1 inhibition | Q13526 | Pin1 FP peptide displacement, HiFluor488, 10 min | Potency, µM (doses to about 115 µM), for inactives: top-dose activity, negative = inhibition, hits mostly inhibitors | 390,000 compounds, 0.009% hits | AID 504891; active = well fitted inhibition curve with a large enough effect in the polarisation, with a control signal flat, not every such curve was filed as active; inconclusive = small, poorly fitted or top-dose-only effect, or effect the other way, or a change in a side signal; inactive = no such curve, though single readings can be large or run the other way; the % refers to the polarisation; note: potency is the fitted concentration of half-maximal effect; % is set by controls: 0 for no effect and ±100 for the full control effect
Target sequence (Q13526 whole entry, looked up): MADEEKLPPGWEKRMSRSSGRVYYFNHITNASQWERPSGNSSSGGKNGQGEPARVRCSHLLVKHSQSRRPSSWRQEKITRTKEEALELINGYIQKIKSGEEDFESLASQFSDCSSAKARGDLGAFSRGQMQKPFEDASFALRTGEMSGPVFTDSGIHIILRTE
G9a block = G9a (human) methyltransferase inhibition; Q96KQ7; G9a H3K9 monomethylation, AlphaScreen, 2 h; Potency, µM (highest dose often 102 µM), inactives show at the highest dose activity, negative = inhibition, usual class: inhibitors; 350,000 compounds, 8.8% hits; note: potency is the fitted concentration of half-maximal effect; % is set by controls: 0 for no effect and ±100 for the full control effect; nearly all actives have a fitted effect of over 75% in size
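Methyltransferase reactions run at room temperature for 2 h (20 nM enzyme, 500 nM biotin-H3K9 peptide, 20 uM SAM) after a 15 min compound preincubation; product detected by AlphaScreen beads and anti-H3K9me1 antibody.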
Pol eta inh = DNA polymerase eta (human) inhibition; recombinant Pol eta, fluorescent DNA replication assay; Potency, µM (titrated, usually from 114 µM), inactives show top-dose activity change, negative = inhibition, actives largely listed as inhibitors; 390,000 compounds, 1.2% hits; note: potency is the fitted concentration of half-maximal effect; % is set by controls: 0 for no effect and ±100 for the full control effect
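Pol eta at 10 nM preincubated with compounds 15 min at room temperature; reaction started with fluorescent substrate (50 nM final) and read kinetically at 0 and 10 min.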
PI4K2A block = inhibitors of human PI4K2A. 420,000 compounds, 0.13% hits. AID 1346378. activity change, negative = inhibition, % at 76.9 µM. purified PI4K2A, ADP-Glo luminescence, 1 h; active compounds read low; in the data active = activity change below about -50%; inconclusive = mostly about -30% to -49%;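 note: -100% = wells without enzyme as full effect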
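Compounds are screened against recombinant PI4K2A using PI as substrate and ATP, the latter dispensed at 300 microM. Reactions run one hour at ambient temperature before ADP-Glo detection; full inhibition defined by wells lacking enzyme.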
JMJD2A Tudor inh = inhibitors of human JMJD2A Tudor domain | AID 504339 | Potency, µM (doses to about 114 µM), without a hit: at the highest dose activity change, negative = inhibition, hits mostly inhibitors | 390,000 compounds, 4.4% hits | O75164 | AlphaScreen JMJD2A-Tudor / H3K4me3 peptide binding; note: potency is the fitted concentration of half-maximal effect; % is set by controls: 0 for no effect and ±100 for the full control effect; nearly all actives have a fitted effect of over 50% in size
GLS inh = blocks human kidney-isoform glutaminase activity | Potency, µM (titrated, usually from 45.5 µM), without a hit: top-dose activity change, negative = inhibition, usual class: inhibitors | 410,000 compounds, 0.21% hits | AID 624170 | GLS enzymatic activity, qHTS titration; note: potency is the fitted concentration of half-maximal effect; % is set by controls: 0 for no effect and ±100 for the full control effect
Target sequence (O94925 whole entry, looked up, canonical isoform): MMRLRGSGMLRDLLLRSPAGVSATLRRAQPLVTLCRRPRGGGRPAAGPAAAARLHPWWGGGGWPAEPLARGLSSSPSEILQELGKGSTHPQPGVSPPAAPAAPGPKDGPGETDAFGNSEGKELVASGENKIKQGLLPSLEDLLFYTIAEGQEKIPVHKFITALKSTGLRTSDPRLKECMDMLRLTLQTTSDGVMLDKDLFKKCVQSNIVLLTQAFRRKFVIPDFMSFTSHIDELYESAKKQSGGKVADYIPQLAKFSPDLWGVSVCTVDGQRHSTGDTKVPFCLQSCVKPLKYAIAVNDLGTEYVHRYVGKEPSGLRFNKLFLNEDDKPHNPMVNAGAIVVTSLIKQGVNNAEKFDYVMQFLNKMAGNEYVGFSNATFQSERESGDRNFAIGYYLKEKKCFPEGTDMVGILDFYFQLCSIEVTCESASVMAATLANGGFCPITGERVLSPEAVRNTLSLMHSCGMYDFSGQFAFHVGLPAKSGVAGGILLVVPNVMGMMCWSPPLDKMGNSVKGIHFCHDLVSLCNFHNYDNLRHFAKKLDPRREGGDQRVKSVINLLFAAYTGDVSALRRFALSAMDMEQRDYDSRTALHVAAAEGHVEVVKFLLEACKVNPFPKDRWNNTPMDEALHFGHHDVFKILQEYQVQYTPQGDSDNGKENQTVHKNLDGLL
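Assay buffer: 45 mM KH2PO4 pH 8.2, 0.02% Tween-20. hKGA acts on L-glutamine (1 mM solution added); product glutamate is reported by an oxidase/peroxidase Amplex Red coupling, with fluorescence taken at baseline and 30 min.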
Tb PGK inh = T. brucei PGK inhibition | PGK/GAPDH coupled, Kinase-Glo luminescence, 60 min | Potency, µM (series often up to 57.5 µM), for inactives: top-dose activity change, negative = inhibition, actives largely listed as inhibitors | 380,000 compounds, 0.043% hits | AID 602233; note: potency is the fitted concentration of half-maximal effect; % is set by controls: 0 for no effect and ±100 for the full control effect; nearly all actives have a fitted effect of over 60% in size
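Recombinant glycosomal PGK reaction used 1,3-bisphosphoglycerate generated in-well by GAPDH (100nM final) in 100mM TEA pH 7.6, 5mM MgCl2, 0.01% Tween-20. After 60 minutes at room temperature, ATP was read by Kinase-Glo Plus luminescence end-point.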
* marks the source's active call; other numbers are inactive results; i = inactive; u = inconclusive; x = no result given; [ ] = dose if it differs, or a comment. Unless noted, calls come from the whole dose curve; as a rule, active = well fitted curve in the direction sought with a large enough effect; inconclusive = small, poorly fitted or top-dose-only effect, or another doubt; inactive = no such curve, though single readings can be large; an effect the other way counts as inactive or inconclusive.

SMILES	BAZ2B block	HP1b chromo inh	Pin1 inhibitor	G9a block	Pol eta inh	PI4K2A block	JMJD2A Tudor inh	GLS inh	Tb PGK inh
C[C@@H](NC(=O)C1(c2ccccc2)CCN(C(=O)OC(C)(C)C)CC1)C(=O)N[C@@H](Cc1ccccc1)C(=O)O	-3%	52%[activator]	2%	x	-14%	7	-5%	-12%	-9%
CC1(C)Cc2c(cnn2-c2ccc(F)cc2)C(NC(=O)c2ccoc2)C1 (stereo not given)	-16%	28%	-3%	13%	-12%	1	-14%	4%	5%
COc1ccccc1-n1c(CCC(=O)O)ccc1-c1ccccc1	u	12%	2%	13%	-15%	-1	-27%	17%	-9%
O=C(NCC(=O)N(c1cccc(F)c1)C(C(=O)NC1CCCC1)c1cccnc1)c1cccs1 (stereo not given)	5%	20%	-3%	0%	-5%	0	-29%	-5%	-1%
COc1cccc(-c2cccc(NC(=O)C3CCN(CC4CCOC4)CC3)c2)c1 (stereo not given)	-12%	33%	-11%	-2%	-13%	-1	-14%	-14%	-6%
Cc1cccc(NC(=O)CCC(=O)N2CCOCC2)n1	-3%	40%[activator]	-4%	0%[12.7 µM]	-3%	-3	0%	-3%	-6%
COc1ccc(/C=C(\NC(=O)c2ccc(OCC(C)C)cc2)C(=O)OCc2ccco2)cc1	3%	25%	14%	-1%	u	-4	-28%	-2%	-1%
COCc1nnc(NS(=O)(=O)c2ccc(Br)cc2)s1	-34%	56%[activator]	3%	u	-9%	4	7%[57.1 µM]	5%	i
COc1cccc(N2CCN(C(=O)c3cc4c(=O)n(Cc5ccco5)ccc4nc3C)CC2)c1	u	80%[activator]	2%	u	-11%	u	-35%	8%	-6%
N#Cc1ccccc1S(=O)(=O)N1CCN(C(=O)Cc2n[nH]c(=O)c3ccccc23)CC1	x	-14%	1%	x	-13%	4	-5%	-18%	-5%
O=C(CNCCc1ccc(Cl)cc1)Nc1ccc(C(=O)N2CCCCC2)cc1	20µM*	u	-11%	7.9µM*	-5%	-4	3.2µM*	4%	i
CC(=O)c1ccc(NC(=O)CCCN2C(=O)COc3ccc(C)cc32)cc1	-17%	10%	-2%	-12%	-18%	4	-27%	-3%	i
CCC(CC)c1nnc(NC(=O)CS(=O)(=O)Cc2ccccc2)s1	x	23%	2%	x	8%	-6	-8%	6%	2%
CC1CCN(C(=O)c2ncn3c2c(=O)[nH]c2ccccc23)CC1	x	x	x	x	-1%	-1	x	11%	6%
CNS(=O)(=O)c1ccc(NC(=O)c2cc(-c3ccncc3)nc3ccc(Cl)cc23)cc1	-9%	21%	5%	x	-15%	-4	-6%	-8%	i
COc1ccc(Oc2ccc(C(F)(F)F)cc2NC(=O)c2ccc(C)cc2)cc1	15%	81%[activator]	3%	124%[activator]	-7%	3	24%	4%	-4%
Cc1ccc(NCCC(=O)c2cccc([N+](=O)[O-])c2)c(C)c1	28µM*	u	0%	u	-12%	6	32µM*	4%	0%
CCc1ccc(-n2c(=O)c3cccnc3n2CC(=O)Nc2cc(OC)ccc2OC)cc1	3%	36%	-1%	9%[59 µM]	3%	-4	-6%	0%	12%
COC(=O)CN1C(=S)N(c2ccc(F)cc2)C(=O)C1CC(=O)Nc1ccccc1 (stereo not given)	-19%	15%	0%	-7%[12.7 µM]	-1%	-4	-18%	50%[activator]	5%
Cc1nn(Cc2ccc(Cl)cc2Cl)c(C)c1NC(=O)CCl	9%	37%	-10%	-3%[59 µM]	-13%	22	-5%	2%	11%
COc1ccc(CN2CCN(Cc3nc4ccccc4s3)CC2CCO)c(C)c1C (stereo not given)	-22%	13%	-2%	-18%	-17%	-3	-22%	12%	5%
Cc1ccc(NC(=O)c2ncn[nH]2)cc1	50µM*	31%	-9%	2%	-22%	0	10%	2%	i
Nc1cc(C(=O)OCC(=O)NNC(=O)c2ccccc2)ccc1Cl	13%	16%	3%	-34%[59 µM]	-9%	0	-23%	2%	-4%
COc1ccc2cc(/C(C)=N/NC(=O)c3cc(-c4cccnc4)nc4ccccc34)ccc2c1	24%	44%[activator]	2%	-3%[59 µM]	7%	0	-4%	1%	3%
COc1ccc(-c2csc(NC(=O)C3CSC4(C)CCC(=O)N34)n2)cc1 (stereo not given)	8%	22%	3%	-2%[12.7 µM]	-13%	1	8%	-8%	1%
Cn1cc(CNC(=O)/C=C/c2ccc(Cl)cc2)cn1	2%	46%	-11%	9%	-15%	-3	-5%	-5%	-4%
COc1ccc(CNC(=O)c2ccc(Cn3c(=O)c4cccn4c4cccnc43)cc2)c(OC)c1	-13%	29%	7%	4%[59 µM]	-12%	2	1%	4%	i
COc1ccc(CNC(=O)CCc2c(C)nn(-c3ccc(N4CCCCC4)nn3)c2C)cc1	-38%	15%	0%	0%[59 µM]	-10%	-3	-18%	-8%	i
Cc1cc(Nc2ccc(C)c(C)c2)c2ccccc2n1	5%	24%	34%[activator]	x	-21%	-4	-21%	13%	-1%
CCCOc1ccc(C2NC(=O)NC2=O)cc1 (stereo not given)	11%	61%[activator]	-1%	8%[59 µM]	-8%	8	15%	-3%	-4%
Cc1ccc(C)c(NC(=O)c2cnc3n(c2=O)CCS3)c1	-18%	47%[activator]	1%	56µM*	3%	-1	-8%	2%	5%
Cc1cccc(NC(=O)CS(=O)(=O)c2cn(C)c3ccccc23)c1	9%	25%	-6%	-8%[59 µM]	-5%	-1	-10%	-12%	0%
Cc1nc2scc(-c3ccccc3)c2c(=O)n1/N=C/c1ccco1	6%	10%	5%	-29%	1%	0	-15%	-2%	-3%
Cc1ccc(Nc2c(-c3ccc(N4CCOCC4)cc3)nc3cccc(C)n23)cc1	x	-23%	-9%	u	-10%	1	-17%	-16%	-4%
CCOC(=O)CNC(=O)c1cccs1	11%	31%[activator]	-5%	20%[59 µM]	2%	5	-11%[57.1 µM]	1%	10%
CCOc1cc(NC(=S)NCC(C)C)c(OCC)cc1NC(=O)c1ccco1	-23%	24%	0%	10%[59 µM]	-13%	-5	-10%	-4%	-1%
O=C(NCc1ccco1)/C(=C\c1cccs1)NC(=O)c1cccs1	0%	22%	-3%	25%[59 µM]	-12%	1	3%	-1%	9%
Cc1nc(C)c(C(=O)N(c2ccccc2F)C(C(=O)NCC2CCCO2)c2ccccc2)s1 (stereo not given)	4%	-2%	-2%	1%[12.7 µM]	-23%	-1	u	-10%	6%
COc1cccc(-c2ncc3ccccc3c2COC(=O)c2cccc(Br)c2)c1	6%	48%[activator]	18%	-1%[0.501 µM]	-7%	2	5%	-6%	0%
COc1ccc(NC(C)=O)cc1NC(=O)CSc1nnc(-c2ccc(F)cc2)n1N	13%	15%	1%	9%	-9%	-2	-14%	-18%	i
Cc1cc(C(F)(F)F)nc(SCC(=O)Nc2ccccc2)n1	12%	34%	-13%	10%[59 µM]	-19%	1	1%	-1%	-11%
COC1C=CC=C(C)C(=O)NC2=CC(=O)C(N)=C(CC(C)CC(OC)C(O)C(C)C=C(C)C1OC(N)=O)C2=O (stereo not given)	x	-11%	1%	x	-16%	2	-24%	0%	-2%
Cc1cc(C(=O)CSc2nnc(-c3ccco3)o2)c(C)n1C	x	-3%[57 µM]	u	x	-6%	-13	-31%	0%	3%
CCCc1cc(=O)oc2c(C)c(OCC(=O)N3CCC[C@@H]3C(=O)O)ccc12	-15%[57.1 µM]	33%	1%	-45%	3%	2	-6%	-4%	-4%
O=C(NCc1ccccc1Cl)c1ccc2c(c1)N(Cc1ccccc1)CCS2	-1%	66%[activator]	0%	-17%[59 µM]	-23%	-2	-11%	14%	-6%
COc1ccc(NS(=O)(=O)c2ccc(NC(=S)NC(=O)c3cccc(F)c3)cc2)nn1	u	-32%	-3%	u	-6%	-3	-36%	30%	-5%
O=C(O)COc1ccc(/C=N/NC(=O)COc2nsnc2N2CCOCC2)cc1	-3%	21%	0%	x	-3%	1	-14%	-3%	-2%
O=C(CCc1ccccc1Cl)Nc1cc(S(=O)(=O)N2CCOCC2)ccc1N1CCCC1	x	35%	1%	x	-12%	1	-20%	15%	-2%
CCCOc1ccc(S(=O)(=O)NNC(=O)c2cc3ccccc3o2)cc1	8%	19%	2%	-24%	-20%	-4	-14%	-11%	-10%
COc1cc(C(=O)NC(C)Cc2ccccn2)ccc1OC1CCN(C(C)=O)CC1 (stereo not given)	-25%	37%	-11%	17%[12.7 µM]	-5%	-5	-3%	-2%	-4%
Cc1occc1C(=O)NCCc1cccc(Cl)c1	-5%	14%	-6%	u	-13%	4	-26%	9%	-9%
Oc1ccc(Nc2ncnc3c2oc2ccccc23)cc1	-17%	41%[activator]	6%	u	-11%	0	-29%	-3%	-7%
Cc1ccc(NC2CCCN(C(=O)CCCN3CCCCC3=O)C2)cc1C (stereo not given)	-38%	-11%	-2%	x	-18%	3	-27%	12%	-1%
O=C(c1ccccc1)c1c(O)cc(-c2ccccc2)oc1=O	56µM*	u	-1%	u	-9%	-5	u	12%	u
Cc1nn(C)c(C)c1CN(Cc1nc(CCC(C)C)no1)C(C)C	-16%	35%	-1%	u	-4%	15	-9%	10%	-2%
O=C(c1cc(COc2ccc(F)cc2Cl)on1)N1CCSCC1	6%	48%[activator]	3%	76%[activator]	-21%	2	1%	1%	-5%
COc1ccc(C2(c3ccc(OC)cc3)NC(=O)N(CC(=O)NC3CCCC3)C2=O)cc1	-1%	28%	-5%	-29%	-13%	-3	-13%	3%	1%

Bioassay records from PubChem BioAssay.

Only part of the results is shown; rates above refer to the full screens.
